ATXN viability: Viability Counterscreen for Primary qHTS for Inhibitors of ATXN expression. actives 0.49% (n = 400,000). S2 cells (HEK-293 line with an ATXN2-luciferase reporter) viability, CellTiter-Fluor protease fluorescence, 24 h. Potency, µM (doses to about 56.7 µM), actives largely listed as cytotoxic; further: potency means the concentration at half of the fitted maximal effect; nearly all actives have a fitted effect of over 40% in size
Nrf2 block: Nrf2 qHTS screen for inhibitors. A549 ARE-Fluc reporter, luciferase luminescence, 18-24 h. Potency, µM (highest dose often 46 µM), for inactives: at the top dose activity change, negative = inhibition, actives largely listed as inhibitors. actives 2.1% (n = 360,000); further: potency means the concentration at half of the fitted maximal effect; on the % scale 0 is the no-effect control and ±100 the full control effect; nearly all actives have a fitted effect of over 60% in size
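In this cell-based qHTS, ARE-driven firefly luciferase in A549 cells reports Nrf2 activity; the luminescent signal after BugLite lysis is the measured value, with a prior CellTiter-Fluor read for cell health.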
TGFb SMAD3 inh: qHTS for Inhibitors of TGF-b. actives 1.2% (n = 410,000). AID 588855, 2011. Potency, µM (top dose mostly 46.1 µM), for inactives: at the highest dose activity, negative = inhibition, hits mostly inhibitors. HepG2 CAGA-GFP TGF-b/SMAD3 reporter, GFP fluorescence, 18 h; TGF-beta stimulated, 500 pg/mL final; further: potency means the concentration at half of the fitted maximal effect; on the % scale 0 is the no-effect control and ±100 the full control effect; nearly all actives have a fitted effect of over 65% in size
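Inhibition was scored as loss of TGF-beta-induced (500 pg/mL final, 18 hours, 37 degrees C) GFP in HEPG2 cells carrying a CAGA-GFP reporter, in DMEM with 1% FBS. Well GFP was summed per cell; Activity was normalised to unstimulated and stimulated DMSO wells, then concentration-response fitting.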
Nrf2 ARE act: qHTS of Nrf2 Activators; AREc32 ARE-luciferase reporter (MCF7-derived line), luminescence, 24 h; Potency, µM (titrated, usually from 46.1 µM), inactives show at the highest dose activation, most hits filed as activators; actives 0.31% (n = 410,000); further: potency means the concentration at half of the fitted maximal effect; % of control where 0% means no effect; nearly all actives have a fitted effect of over 65% in size
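Quantitative high-throughput format: AREc32 reporter cells, 1000 per well, received compound by pin transfer and were incubated 24 hr at 37 deg C, 5% CO2, before Steady-Glo luminescence detection.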
MmCpn inh: Inhibitors of TCP-1 ring complex (TRiC) of Methanococcus maripaludis (MmCpn): qHTS; actives 0.031% (n = 330,000); AID 504842, 2011; purified Mm-Cpn ATPase, ADP Transcreener TR-FRET; Potency, µM (highest dose often 76.9 µM), without a hit: top-dose activity, negative = inhibition, usual class: inhibitors; Chaperonin Mm-Cpn (Methanococcus maripaludis); further: potency means the concentration at half of the fitted maximal effect; on the % scale 0 is the no-effect control and ±100 the full control effect; nearly all actives have a fitted effect of over 80% in size
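Inhibition of chaperonin ATP hydrolysis is measured as reduced ADP production, detected by competitive TR-FRET in which signal falls with ADP. Final enzyme 25 nM and ATP 10 uM, reacted 30 min at 37°C.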
HepG2 tox: qHTS for Inhibitors of TGF-b: Cytotox Counterscreen; HepG2 CAGA-GFP viability, ATP luminescence, 18 h; Potency, µM (top dose mostly 46.1 µM), inactives show at the highest dose activity change, negative = cytotoxicity, usual class: cytotoxic; actives 0.76% (n = 410,000); AID 588856, 2011; further: potency means the concentration at half of the fitted maximal effect; some results filed as inactive show a strong effect at the top dose
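CellTiter-Glo luminescence gave cytotoxicity after 18 hours at 37 degrees C. The cells were HepG2 CAGA-GFP in 1% FBS DMEM, stimulated with 500 pg/mL TGF-beta after compound addition. %Activity was normalised to no-cell wells (complete cell-killing) and DMSO (no toxicity), and curves were fitted and classified.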
CCT chaperon mod: High-Throughput Screening for Modulators of Cytosolic Chaperonin Activity; purified chaperonin ATPase assay, HTRF ADP detection, 30 min; activity change, % (concentration not given with the values), hits read low; actives 0.3% (n = 360,000); in the data active means activity change below about -30%; further: on the % scale 0 is the no-effect control and ±100 the full control effect
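TRiC (40 or 20 nM final, by batch activity) in 30 mM Tris pH 7.4, 100 mM KCl, 5 mM MgCl2, 1 mM DTT was treated with compound at 76 uM single dose, then 10 uM ATP, 30 min at 37 °C. ADP was read by HTRF Transcreener.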
A549 viability: Nrf2 qHTS screen for inhibitors: counterscreen for cytotoxicity | Potency, µM (titrated, usually from 46 µM), for the others: at the top dose activity change, negative = cytotoxicity, actives largely listed as inhibitors | A549 ARE-Fluc cells, CellTiter-Fluor viability, 18-24 h | actives 0.16% (n = 390,000); further: potency means the concentration at half of the fitted maximal effect; on the % scale 0 is the no-effect control and ±100 the full control effect
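A549 ARE_Fluc cells in 5% FBS OPTI-MEM were exposed to compounds in concentration-response for 18-24 h at 37 deg C. Viability was read by CellTiter-Fluor fluorescence (Ex 405/Em 525) after 30 min, before the luciferase read.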
pAkt inh: HTS Assay for Inhibitors of Akt Phophorylation: Primary Screen | Neuro2A IGF-stimulated pAkt S473 HTRF, 20 min; hits give low values | activity change, % for hits at 50 µM | actives 0.32% (n = 360,000) | AID 651550, 2012; in the data active means activity change below about -80%; inconclusive means mostly about -51% to -80%; further: on the % scale 0 is the no-effect control and ±100 the full control effect
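Neuro2A cells (4,500/well, DMEM with 0.5% FBS) were treated with compound at a single 50 µM final concentration, stimulated with 6 nM IGF for 20 min at 37 °C, and lysed. Phospho-Akt Ser473 was read by HTRF as 665/615 ratio ×10^4.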
Numbers without * were called inactive; i = inactive; u = inconclusive; x = no result given; & = joins results of further samples; [ ] = dose if it differs, or a comment. Unless noted, the call rests on the fitted dose curve; in most records, active means well fitted curve in the direction sought with a large enough effect; inconclusive means small, poorly fitted or top-dose-only effect, or another doubt; inactive means no such curve, though single readings can be large; an effect the other way counts as inactive or inconclusive.

SMILES	ATXN viability	Nrf2 block	TGFb SMAD3 inh	Nrf2 ARE act	MmCpn inh	HepG2 tox	CCT chaperon mod	A549 viability	pAkt inh
CC(C)c1ccc(C(=O)N2CCCC(c3cc(C(=O)Nc4ccc5c(c4)OCO5)no3)C2)cc1 (stereo unspecified)	i	x	-3%	-0.1%	x	5%	1.1	x	i
CS/C(=N\S(=O)(=O)c1ccc(N)cc1)NS(=O)(=O)c1cccs1	i	5%	-1%	-1.0%	-2%	10%	-2.3	-1%	i
Cc1cc(C)n2nc(SCc3c(F)cccc3Cl)nc2n1	i	6%	5%	4.7%	0%	-15%	-0.3	6%	i
CC1CC(C(F)(F)C(F)(F)F)n2nc(C(=O)O)cc2N1 (stereo unspecified)	u	8%	4%	0.1%	1%	4%	-0.4	-2%	i
CCCN1CCCc2cc(CN)ccc21	i	9.2µM*	u	2.4%	-8%	-44%	-3.5	0%[1.84 µM]	i
CCN(CC(=O)Nc1c(F)cccc1F)C(=O)Cc1c[nH]c2ccccc12	i	-11%	0%	-0.1%	3%	-6%	0.6	-9%	i
CCCCN(C(=O)c1oc2ccc(OCC)cc2c1C)c1c(N)n(CCCC)c(=O)[nH]c1=O	i	4%	-8%	2.8%	1%	17%	-0.6	-4%	i
C=CC[N+]1(CC(=O)NCc2ccc(NC(C)=O)cc2)CCOCC1	i	8%	7%	0.4%	1%	6%	0.0	-1%	i
Cc1ccc(-c2cc(C(F)F)n3ncc(C(=O)Nc4c(C)nn(Cc5ccccc5Cl)c4C)c3n2)cc1	u	-6%	0%	0.1%	1%	13%	1.8	-1%	i
C=CCN1c2ccccc2C(=O)C(C)S1(=O)=O (stereo unspecified)	i	5%	5%	-0.9%	3%	1%	-3.2	-8%	i
Cc1ccccc1CSc1ncnc2ccccc12	i	-12%	-13%	4.2%	-1%	8%	-5.1	4%	i
O=C(NNC(=O)c1cccnc1)Nc1ccc([N+](=O)[O-])cc1	i	-1%	24%	-0.7%	0%	35%	1.4	-4%	i
CCc1nc2sc3c(c2c(=O)n1NC(=O)CCl)CCCC3	i	-20%	56%[activator]	8.8%	3%	-68%	0.9	-13%	i
COc1ccc(-c2c(C)nn3c(N4CCC(C(=O)NCCN(C)C)CC4)cc(C)nc23)cc1OC	u	5%	34%[activator]	-0.6%	2%	-4%	-3.3	u	i
CS(=O)(=O)N(CC(=O)Nc1ccc2c(c1)OCO2)Cc1ccccc1	i	6%	6%	-0.7%	-2%	-19%	-1.4	1%	i
COc1cc(/C=C(\C#N)C(=O)NC(C)C)ccc1OCc1ccc(C(=O)O)cc1	i	2%	13%	2.8%	2%	-30%	-0.5	0%	i
O=C(CN1CCN(C(=O)c2cccc(F)c2)CC1)NC1CCCCC1	i	x	u	-0.2%	0%	-6%	1.9	5%	i
COc1ccc(CCC(=O)NCCc2csc(-c3cccc(F)c3)n2)cc1	i	x	-38%	5.5%	x	-24%	x	3%	x
COc1cc(CN2C[C@@H](CO)O[C@@H](n3cnc4c(NCc5ccco5)ncnc43)C2)cc(OC)c1OC	i	x	-16%	-0.2%	x	-16%	-0.1	x	i
CN1CC(c2ccccc2)C2(COc3ccccc3C2=O)C12C(=O)Nc1ccccc12 (stereo unspecified)	i	u	-10%	-0.1%	0%	-19%	-7.1	-17%	i
Oc1cccc(Nc2cc(-c3ccccc3)ncn2)c1	u	2%	u	19%	x	-21%	x	-1%	x
O=C(Nc1ccc2c(c1)OCCO2)NC1(C(F)(F)F)Oc2ccccc2O1	i	u	-26%	u	0%	-25%	0.1	-25%	i
O=C(O)c1ccc2nc(-c3ccccc3)sc2c1	i	u	-3%	-1.5%[9.22 µM]	-3%	-1%	-3.4	2%	i
O=C(c1c[nH]c(C(=O)N2CCN(Cc3ccccc3)CC2)c1)C1CCCCC1	i	-13%	-20%	0.3%	-1%	-33%	-2.1	6%	i
O=C(NCCCN1CCOCC1)c1cnn2c(-c3ccccc3)cc(-c3ccccc3)nc12	i	-24%	1%	2.4%	-1%	-3%	-0.1	-8%	i
Cc1ccc(CNCCNCCO)s1	i	-20%	11%	0.1%	1%	8%	-3.6	-2%	i
O=C(NC1CCCc2ccccc21)N[C@@H](Cc1ccccc1)C(=O)O (stereo partly specified)	i	-11%	18%	-0.8%	0%	3%	-1.9	2%	i
Cn1c(=O)oc2cc(S(=O)(=O)N3CCCC(C(=O)Nc4ccc(Br)cc4F)C3)ccc21 (stereo unspecified)	i	-6%	-9%	0.0%	x	-8%	x	8%	x
CCCN1CCC(=O)N(CCN=[N+]=[N-])CC1	i	-4%	1%&16%	0.0%	2%	-45%&3%	1.3	-1%	i
Fc1ccc(Cn2c(-c3cscn3)nc3ccccc32)c(Cl)c1	i	u	2%	0.0%	1%	-19%	-3.9	22%	i
O=C1/C(=C/c2ccccc2F)SC(=S)N1CC(=O)N1CCCCC1c1cccnc1 (stereo unspecified)	u	3%	u	-2.8%	1%	13µM*	2.3	1%	x
COc1ccc(OC)c(N(CC(N)=O)S(=O)(=O)c2ccc(OC)c(OC)c2)c1	i	11%	16%	-0.5%	1%	-4%	-2.0	2%	i
CCCCCNC(=O)Cc1ccc(S(=O)(=O)N2CCOCC2)s1	i	-15%	1%	0.0%	1%	4%	-1.2	-4%	i
COCCCNC(=O)C1CCCCN1S(=O)(=O)c1ccc(F)cc1 (stereo unspecified)	i	u	0%	0.0%	2%	-11%	0.4	0%	i
CC1CCc2sc(C(=O)NCc3ccccn3)cc2C1 (stereo unspecified)	i	u	3%	4.3%	-1%	-2%	-6.2	-3%	i
CC1=CCC(C(=O)O)(C(=O)N/N=C/c2cccs2)C(c2ccc([N+](=O)[O-])cc2)C1 (stereo unspecified)	i	10%	1%	0.1%	-1%	-15%	-2.2	-3%	i
CC(=O)c1cc(C)ccc1OC(=O)c1ccncc1	i	-18%	1%	-0.3%	1%	20%	1.1	10%	i
O=C(NCCC1CCCCN1S(=O)(=O)c1ccccc1)C(=O)NCc1ccccn1 (stereo unspecified)	i	-3%	-19%	-0.4%	-1%	-1%	-3.9	1%	i
Cc1ccc(-c2c3c(nc4sc(C(N)=O)c(N)c24)CCCC3)o1	i	-17%	u	2.5%	-20%	-1%	0.0	u	i
O=C(Cc1ccc(Cl)cc1)Nc1ccc(-c2cc3ccccc3oc2=O)c(Cl)c1	u	u	u	0.1%	-24%	2%	2.2	-18%	i

One compound at a time, from the list above. Values in the order: ATXN viability, Nrf2 block, TGFb SMAD3 inh, Nrf2 ARE act, MmCpn inh, HepG2 tox, CCT chaperon mod, A549 viability, pAkt inh
Profile of `COc1ccc(OC)c(N(CC(N)=O)S(=O)(=O)c2ccc(OC)c(OC)c2)c1` → i, 11%, 16%, -0.5%, 1%, -4%, -2.0, 2%, i
Profile of `O=C(Cc1ccc(Cl)cc1)Nc1ccc(-c2cc3ccccc3oc2=O)c(Cl)c1` → u, u, u, 0.1%, -24%, 2%, 2.2, -18%, i
Profile of `Cc1ccc(-c2c3c(nc4sc(C(N)=O)c(N)c24)CCCC3)o1` → i, -17%, u, 2.5%, -20%, -1%, 0.0, u, i
Profile of `CC1=CCC(C(=O)O)(C(=O)N/N=C/c2cccs2)C(c2ccc([N+](=O)[O-])cc2)C1` (stereo unspecified) → i, 10%, 1%, 0.1%, -1%, -15%, -2.2, -3%, i

The list continues.
SMILES	ATXN viability	Nrf2 block	TGFb SMAD3 inh	Nrf2 ARE act	MmCpn inh	HepG2 tox	CCT chaperon mod	A549 viability	pAkt inh
O=[N+]([O-])c1ccc(NN=C(C2CC2)C2CC2)c([N+](=O)[O-])c1	i	x	5%	1.2%	x	6%	-0.3	x	i
CN1C2=CC=CC=CC2=[N+](C)C12C([N+](=O)[O-])=CC(=[N+]([O-])[O-])C=C2[N+](=O)[O-] (stereo unspecified)	i	-4%	u	u	-1%	-32%	-2.8	-26%	i
Cc1ccc(S(=O)(=O)N2C[C@@H]3CCCC[C@@H]3[C@@H](C)[C@H]2c2cn(Cc3ccccc3)c3ncccc23)cc1	i	5.2µM*	u	-0.2%	-1%	-5%	0.7	-11%	i
COc1ccc(C(=O)NCc2n[nH]c(=S)n2-c2ccccc2)cc1OC	i	-19%	-1%	-0.2%	2%	-6%	-0.1	2%	i
CCCCOc1ccc(C(=O)N2CCNC(=O)C2CC(=O)OC(C)C)cc1 (stereo unspecified)	i	-6%	2%	0.3%	0%	15%	-0.1	-1%	i
CCCCOCCCn1c(-c2ccco2)nc2nc3ccccc3nc21	i	5%	0%	5.5%	-4%	-9%	-0.2	-4%	i
Oc1c(N=NC(=S)Nc2ccccc2F)c2ccccc2n1Cc1cccc(Cl)c1	i	u	-9%	0.2%	2%	-8%	0.3	u	i
Cc1ccc(/C=N/n2cnc3sc4c(c3c2=O)CCCC4)o1	i	6%	-28%	18%	0%	-31%	-3.3	2%	i
CCc1nc2c(OCC(=O)c3ccc(F)cc3)cccn2c1N(C)C(=O)COc1ccccc1	i	x	3%	-0.8%[9.22 µM]	x	-15%	-2.6	x	i
CC(=O)Nn1c(COc2ccccc2C)nc2ccccc2c1=O	i	-19%	-16%	-0.2%	3%	-3%	-1.6	-10%	i
Nc1ncnc2c1ncn2[C@@H]1O[C@H](CNCc2cccc(C#Cc3ccccc3)c2)[C@@H](O)[C@H]1O	i	-5%	-1%	7.6%	-4%	9%	0.7	-5%	i
CC(C)(C)c1ccccc1NC(=O)NC1CCN(Cc2c(F)cccc2Cl)CC1	i	-20%	1%	2.9%	-3%	-3%	0.4	-1%	i
